NPC1 prom act – qHTS Assay for NPC1 Promoter Activators; Huh7 NPC1 promoter luciferase reporter, 24 h; Potency, µM (highest dose often 9.22 µM), for the others: at the top dose activation, hits mostly activators; 2.4% of 320,000 active; AID 485313, 2010;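 note: % of control where 0% means no effect; nearly all actives have a fitted effect of over 60% in size; reporter is driven by a mutant NPC1 promoter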
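Luminescence read-out of NPC1 promoter-driven luciferase in stably transfected Huh7 cells; compounds delivered in DMSO and left 24 h at 37C, 5% CO2, qHTS titration format.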
CXXC DNA block – qHTS Fluorescence Polarization Assay for Inhibitors of MLL CXXC domain - DNA interaction | MLL-CXXC / FITC-HOXA9 DNA fluorescence polarization | Potency, µM (top dose mostly 115 µM), without a hit: at the highest dose activity change, negative = inhibition, usual class: inhibitors | 0.037% of 290,000 active | AID 2662, 2010; active = well fitted inhibition curve with a large enough effect in the polarisation, with a control signal flat, not every such curve was filed as active; inconclusive = small, poorly fitted or top-dose-only effect, or effect the other way, or a change in a side signal; inactive = no such curve, though single readings can be large or run the other way; the % refers to the polarisation
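Purified MLL-CXXC (added from a 7 uM solution) was preincubated 5 min at ambient with pinned compounds in 50 mM Tris-HCl pH 7.5, 50 mM NaCl, 1 mM DTT, 0.05% BSA. Fluorescein-labeled HOX-A9 DNA (50 nM solution) followed, 30 min, then polarization read.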
p53 reactivator – qHTS assay for re-activators of p53 using a Luc reporter. 0.063% of 320,000 active. H1299 p53-A138V BP100-luciferase reporter, luminescence, 24 h. Potency, µM (top dose mostly 92.2 µM), inactives show top-dose activity change, positive = activation, hits mostly activators; note: % of control where 0% means no effect; nearly all actives have a fitted effect of over 45% in size
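H1299 (p53-null), stable ts p53-A138V + BP100-Luc; 1000 cells/well, Opti-MEM/10% FBS; cpd 4 pt, 1:5; 24 h, 37 deg C, 5% CO2; detection reagent 10 min RT; luminescence.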
FLuc modulator – qHTS profiling assay for firefly luciferase inhibitor/activator using purifed enzyme and Km concentrations of substrates (counterscreen for miR-21 project) | Luciferin 4-monooxygenase (Photinus pyralis), P08659 | purified FLuc, Km substrates, luminescence inhibition | Potency, µM (series often up to 57.5 µM), for the others: at the top dose activity change, negative = inhibition, hits mostly inhibitors | 6.9% of 360,000 active;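 note: plate controls were vehicle for no effect and reference inhibitor for full effect; nearly all actives have a fitted effect of over 55% in size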
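Purified P. pyralis luciferase, 10 nM final, with Km-level 10 uM D-luciferin and 10 uM ATP in 50 mM Tris acetate pH 7.5, 10 mM Mg acetate, 0.01% Tween-20, 0.05% BSA; 6-point qHTS titration about 60 µM downward; luminescence read.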
uPA generation – qHTS for Inhibitors of Cell Surface uPA Generation; Potency, µM (titrated, usually from 38.3 µM), for inactives: at the top dose activity change, negative = inhibition, hits mostly inhibitors; 0.31% of 330,000 active; cell surface uPA generation assay, qHTS; active = well fitted inhibition curve with a large enough effect; inconclusive = small, poorly fitted or top-dose-only effect; inactive = no such curve, though single readings can be large or run the other way; tested in mouse RAW 264.7 cells; note: % is set by controls: 0 for no effect and ±100 for the full control effect; nearly all actives have a fitted effect of over 55% in size
BRCA1 expr up – qHTS Assay to Identify Small Molecule Activators of BRCA1 Expression; MCF7-BRCA1-FFLuc reporter, luminescence, 48 h; response scale: scaled: vehicle 0%, 10 µM genistein 100%; Potency, µM (series often up to 46.1 µM), for the others: at the top dose activation, hits mostly activators; 1.1% of 380,000 active; note: nearly all actives have a fitted effect of over 80% in size; some results filed as inactive show a strong effect at the top dose
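Activators of BRCA1 expression were detected as increased firefly luciferase luminescence in engineered MCF7 cells after 48 h compound incubation. Signals were scaled to genistein 10 microM as full activation.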
VP16 counter – VP16 counterscreen qHTS for inhibitors of ROR gamma transcriptional activity | Drosophila S2 Gal4-VP16 UAS-luciferase, luminescence, 20 h | Potency, µM (doses to about 53.6 µM), inactives show top-dose activity, negative = inhibition, usual class: inhibitors | 3.5% of 310,000 active | AID 2546, 2010;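 note: Gal4-VP16 expression switched on by copper sulfate through the metallothionein promoter; % is set by controls: 0 for no effect and ±100 for the full control effect; nearly all actives have a fitted effect of over 50% in size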
ELG1 genotox – qHTS screen for small molecules that induce genotoxicity in human embryonic kidney (HEK293T) cells expressing luciferase-tagged ELG1 | HEK293T ELG1-luciferase reporter, luminescence, 16 h | 1.3% of 330,000 active | Potency, µM (series often up to 46 µM), inactives show top-dose activity change, positive = activation, hits mostly activators; note: % of control where 0% means no effect; nearly all actives have a fitted effect of over 60% in size
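Luminescence read-out: rising ELG1-luciferase signal, reflecting elevated ELG1 protein under genetic stress, flags genotoxic compounds. Cells were treated for 16 hr at 37 °C before ONE-Glo detection.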
MBNL1 CUG block – qHTS Assay for Inhibitors of MBNL1-poly(CUG) RNA binding | Potency, µM (series often up to 57.5 µM), inactives show at the highest dose activity change, negative = inhibition, hits mostly inhibitors | 0.036% of 280,000 active | AID 2675, 2010 | TR-FRET MBNL1-His/biotin-(CUG)12 binding, 665/545 ratio; active = well fitted inhibition curve with a large enough effect in the signal ratio, with a control signal flat, not every such curve was filed as active; inconclusive = small, poorly fitted or top-dose-only effect, or effect the other way, or a change in a side signal; inactive = no such curve, though single readings can be large or run the other way; the % refers to the signal ratio; note: % is set by controls: 0 for no effect and ±100 for the full control effect
Target sequence (Q9NR56 whole entry, looked up): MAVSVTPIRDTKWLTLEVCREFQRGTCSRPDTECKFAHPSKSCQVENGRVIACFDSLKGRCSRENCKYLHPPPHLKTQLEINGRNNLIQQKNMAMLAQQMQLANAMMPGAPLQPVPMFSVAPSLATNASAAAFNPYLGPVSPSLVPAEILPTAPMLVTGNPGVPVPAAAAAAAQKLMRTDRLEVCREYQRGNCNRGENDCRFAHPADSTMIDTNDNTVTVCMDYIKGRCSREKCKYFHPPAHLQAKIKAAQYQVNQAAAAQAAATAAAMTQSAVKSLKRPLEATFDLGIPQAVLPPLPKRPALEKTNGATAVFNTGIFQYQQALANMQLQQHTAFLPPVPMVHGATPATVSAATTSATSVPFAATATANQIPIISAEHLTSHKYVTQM
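Compound titration spanned 92 nM–58 uM against the MBNL1-His/biotin-(CUG)12 complex. After 60 min at room temperature with 5 nM streptavidin-XL665 and 0.055 ng/ul terbium anti-His, ratiometric 665/545 nm emission (Ex 340 nm) normalized to controls.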
RORgamma inh – qHTS for inhibitors of ROR gamma transcriptional activity | Potency, µM (series often up to 53.6 µM), inactives show at the top dose activity change, negative = inhibition, most hits filed as inhibitors | Nuclear receptor ROR-gamma (Mus musculus), P51450 | Drosophila S2 Gal4-RORgamma UAS-luciferase reporter, 20 h | 5.4% of 310,000 active; note: % is set by controls: 0 for no effect and ±100 for the full control effect; nearly all actives have a fitted effect of over 60% in size
Target sequence (P51450 whole entry, looked up, the tested form may be a part): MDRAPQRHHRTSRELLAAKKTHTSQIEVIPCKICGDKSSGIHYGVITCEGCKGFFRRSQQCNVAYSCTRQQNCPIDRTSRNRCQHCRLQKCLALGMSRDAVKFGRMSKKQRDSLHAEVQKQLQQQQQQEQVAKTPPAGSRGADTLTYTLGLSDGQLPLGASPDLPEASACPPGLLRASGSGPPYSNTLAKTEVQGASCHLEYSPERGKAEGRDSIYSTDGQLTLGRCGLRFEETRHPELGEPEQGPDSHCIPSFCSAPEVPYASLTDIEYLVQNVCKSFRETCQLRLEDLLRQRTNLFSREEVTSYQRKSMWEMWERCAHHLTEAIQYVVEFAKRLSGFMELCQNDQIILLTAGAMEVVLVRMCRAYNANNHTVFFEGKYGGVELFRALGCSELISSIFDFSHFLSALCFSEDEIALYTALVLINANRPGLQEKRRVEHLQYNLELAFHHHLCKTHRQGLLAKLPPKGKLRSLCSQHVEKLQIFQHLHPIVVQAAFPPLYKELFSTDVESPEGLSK
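Luciferase reporter read in Schneider cells carrying Gal4-RORγ (mouse) and UAS-Photinus luciferase; cells given compound 1 h before 700 uM copper sulfate induction, then incubated 20 h at ambient temperature.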
Rab9 prom act – qHTS Assay for Rab9 Promoter Activators; Huh7 Rab9 promoter-luciferase reporter, luminescence, 24 h; Potency, µM (top dose mostly 9.22 µM), without a hit: top-dose activation, negative = inhibition, usual class: activators; 2.8% of 320,000 active; note: % of control where 0% means no effect; nearly all actives have a fitted effect of over 60% in size
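Luciferase signal after 10 min detection reagent at ambient indicates Rab9 promoter upregulation; stably transfected Huh7 cells were treated 24 h with compound in DMSO at 37 °C, 5% CO2.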
* hit, by the source's call. Unless noted, calls come from the whole dose curve; as a rule, active = well fitted curve in the direction sought with a large enough effect; inconclusive = small, poorly fitted or top-dose-only effect, or another doubt; inactive = no such curve, though single readings can be large; an effect the other way counts as inactive or inconclusive. Potency is the fitted concentration of half-maximal effect. Only part of the results is shown; the hit share may differ from the screen's.

How did O=C(Cc1ccc2c(c1)OCCO2)Nc1ccc(Cl)c(S(=O)(=O)N2CCOCC2)c1 do in these assays?
NPC1 prom act: -3%; p53 reactivator: -7%; uPA generation: 5%; BRCA1 expr up: -23%; ELG1 genotox: -5%; Rab9 prom act: -7%

How did O=c1[nH]c(=S)[nH]c2nc(-c3cccs3)cc(C(F)(F)F)c12 do in these assays?
NPC1 prom act: -3%; CXXC DNA block: inconclusive; p53 reactivator: 3%; FLuc modulator: 1%; uPA generation: -9%; BRCA1 expr up: -28%; VP16 counter: -12%; ELG1 genotox: 4%; MBNL1 CUG block: inconclusive; RORgamma inh: 11µM*; Rab9 prom act: -4%

What do the screens show for `Cc1ccc(S(=O)(=O)Oc2ccc(N3C(=O)C4C5CCC(C5)C4C3=O)cc2)cc1` (stereo not drawn)?
NPC1 prom act: -7%; CXXC DNA block: 7%; p53 reactivator: 2%; FLuc modulator: 1%; uPA generation: 1%; BRCA1 expr up: -5%; VP16 counter: inconclusive; ELG1 genotox: -5%; MBNL1 CUG block: 0%; RORgamma inh: 5%; Rab9 prom act: -8%

Results for COc1ccc(NC(=O)CN(C)C(=O)C(C)Oc2ccc(Br)cc2)cc1 (stereo not drawn) ?
NPC1 prom act: 0%; p53 reactivator: -3%; FLuc modulator: 1%; uPA generation: -1%; BRCA1 expr up: -9%; ELG1 genotox: -4%; Rab9 prom act: -2%

Results for O=C1CC(c2ccccc2)CC(=O)C1Sc1ccc(Cl)cc1 (stereo not drawn) ?
NPC1 prom act: -1%; CXXC DNA block: 0%; p53 reactivator: 6%; FLuc modulator: -12%; uPA generation: 12%; BRCA1 expr up: 0%; VP16 counter: -2%; ELG1 genotox: -1%; MBNL1 CUG block: -18%; RORgamma inh: 41%; Rab9 prom act: 0%

How did CCc1ccc(Cn2nnc(C(=O)NCc3ccccc3OC)c2N)cc1 do in these assays?
NPC1 prom act: -3%; CXXC DNA block: 12%; p53 reactivator: 1%; FLuc modulator: 5%; uPA generation: -2%; BRCA1 expr up: 18%; VP16 counter: 8%; ELG1 genotox: 5%; MBNL1 CUG block: -1%; RORgamma inh: 27%; Rab9 prom act: -6%

Results for O=C(O)/C=C/c1cn(-c2ccccc2)nc1-c1cc2ccccc2oc1=O ?
NPC1 prom act: -1%; CXXC DNA block: -11%; p53 reactivator: 3%; FLuc modulator: -6%; uPA generation: -5%; BRCA1 expr up: 5%; VP16 counter: 5%; ELG1 genotox: -1%; MBNL1 CUG block: inconclusive; RORgamma inh: 20%; Rab9 prom act: 2%

Results for CC1=NN(c2ccccc2)C(=O)C1C(=O)c1ccc(Cl)cc1 (stereo not drawn) ?
NPC1 prom act: -6%; CXXC DNA block: 18%; p53 reactivator: 2%; FLuc modulator: -3%; uPA generation: inconclusive; BRCA1 expr up: -60%; VP16 counter: inconclusive; ELG1 genotox: -9%; MBNL1 CUG block: -21%; RORgamma inh: 11µM*; Rab9 prom act: 7%

What do the screens show for `Cc1cccc(C)c1OCC(=O)NC1CC1`?
NPC1 prom act: 1%; CXXC DNA block: 6%; p53 reactivator: 2%; FLuc modulator: 4%; uPA generation: 4%; BRCA1 expr up: -12%; VP16 counter: -4%; ELG1 genotox: -1%; MBNL1 CUG block: 7%; RORgamma inh: inconclusive; Rab9 prom act: -4%

How did Cc1ccc(S(=O)(=O)Nc2ccccc2CNc2ccc(Br)cn2)cc1 do in these assays?
NPC1 prom act: -2%; CXXC DNA block: 11%; p53 reactivator: 2%; FLuc modulator: 4%; uPA generation: -4%; BRCA1 expr up: -72%; VP16 counter: inconclusive; ELG1 genotox: 0%; MBNL1 CUG block: -18%; RORgamma inh: inconclusive; Rab9 prom act: -8%

Results for CC(C)N(Cc1cn[nH]c1-c1ccc(-c2ccccc2)cc1)Cc1nccn1C ?
NPC1 prom act: -1%; CXXC DNA block: -4%; p53 reactivator: 2%; FLuc modulator: 3%; uPA generation: -2%; BRCA1 expr up: -30%; VP16 counter: -10%; ELG1 genotox: -3%; MBNL1 CUG block: 6%; RORgamma inh: inconclusive; Rab9 prom act: -5%

Results for C/C(=N\NC(=O)C(N)=O)c1ccc(NC(=O)c2cccs2)cc1 ?
NPC1 prom act: 27%; CXXC DNA block: 1%; p53 reactivator: 11%; FLuc modulator: inconclusive; uPA generation: -2%; BRCA1 expr up: inconclusive; VP16 counter: 8%; ELG1 genotox: inconclusive; MBNL1 CUG block: -13%; RORgamma inh: 21%; Rab9 prom act: inconclusive

What do the screens show for `CCS(=O)(=O)N1Cc2ccccc2CC1C(=O)Nc1nc2c(C)cccc2s1` (stereo not drawn)?
NPC1 prom act: 2%; CXXC DNA block: 9%; p53 reactivator: inconclusive; FLuc modulator: -17%; uPA generation: 5%; BRCA1 expr up: 15%; VP16 counter: 5.6µM*; ELG1 genotox: -3%; MBNL1 CUG block: inconclusive; RORgamma inh: 3.5µM*; Rab9 prom act: 0%

Results for CCC1SC(N)=NC1=O (stereo not drawn) ?
NPC1 prom act: 0%; CXXC DNA block: 8%; p53 reactivator: -2%; FLuc modulator: 0%; uPA generation: 4%; BRCA1 expr up: -5%; VP16 counter: 6%; ELG1 genotox: -7%; MBNL1 CUG block: -1%; RORgamma inh: 9%; Rab9 prom act: -3%

What do the screens show for `CC1=C(C(=O)Nc2cccnc2)C(c2ccncc2)n2nnnc2N1` (stereo not drawn)?
NPC1 prom act: -5%; CXXC DNA block: -2%; p53 reactivator: -13%; FLuc modulator: -2%; uPA generation: -7%; BRCA1 expr up: 3%; VP16 counter: -10%; ELG1 genotox: -2%; MBNL1 CUG block: 11%; RORgamma inh: -2%; Rab9 prom act: 0%

What do the screens show for `COc1ccc(CCNC(=O)c2nnc(CS(=O)(=O)c3ccccc3)o2)cc1OC`?
NPC1 prom act: -4%; FLuc modulator: 13%; uPA generation: 0%; BRCA1 expr up: -23%; VP16 counter: 1%; ELG1 genotox: -1%; MBNL1 CUG block: 9%; RORgamma inh: -8%; Rab9 prom act: -3%

Results for CCCNC(=O)CN1C(=O)NC(Cc2c[nH]c3ccccc23)C1=O (stereo not drawn) ?
NPC1 prom act: 0%; CXXC DNA block: 2%; p53 reactivator: -2%; FLuc modulator: 0%; uPA generation: 5%; BRCA1 expr up: -9%; VP16 counter: 3%; ELG1 genotox: -2%; MBNL1 CUG block: -9%; RORgamma inh: 5%; Rab9 prom act: -1%

How did O=C(CCS(=O)(=O)Cc1ccc(Cl)cc1)NCCCN1CCN(c2ccccc2F)CC1 do in these assays?
NPC1 prom act: 0%; CXXC DNA block: -2%; p53 reactivator: 0%; FLuc modulator: 6%; BRCA1 expr up: -56%; VP16 counter: -11%; ELG1 genotox: -7%; MBNL1 CUG block: 1%; RORgamma inh: 0%; Rab9 prom act: -9%

Results for CC(Sc1ncnc2sc(-c3ccccc3)cc12)C(=O)N1CCNC1=O (stereo not drawn) ?
NPC1 prom act: -1%; p53 reactivator: -2%; FLuc modulator: inconclusive; uPA generation: 18%; BRCA1 expr up: 5%; ELG1 genotox: 1%; Rab9 prom act: 0%

What do the screens show for `CCOC(=O)c1ccc(NC=C2C(=O)OC3(CCCCC3)OC2=O)cc1`?
NPC1 prom act: 0%; CXXC DNA block: -7%; p53 reactivator: -2%; FLuc modulator: 1%; uPA generation: -6%; BRCA1 expr up: 1%; VP16 counter: 1%; ELG1 genotox: 4%; MBNL1 CUG block: -5%; RORgamma inh: 11%; Rab9 prom act: -4%

What do the screens show for `COc1cc(/C=N/NC(=O)c2cn(-c3cccc(C)n3)cn2)ccc1O`?
NPC1 prom act: 0%; CXXC DNA block: 5%; p53 reactivator: -4%; FLuc modulator: -5%; uPA generation: 0%; BRCA1 expr up: -20%; VP16 counter: 17%; ELG1 genotox: -10%; MBNL1 CUG block: 10%; RORgamma inh: 24%; Rab9 prom act: 4%

Screening data deposited in PubChem by National Center for Advancing Translational Sciences (NCATS).
